# CBFb-RUNX1 inh – inhibitors of human CBF-beta and RUNX1 interaction | 230,000 tested, under 10 active | AlphaScreen CBFb-His/RUNX1-biotin binding, biochemical | Q01196+Q13951 | AID 1477 | Potency, µM (top dose mostly 59.8 µM), inactives show at the highest dose activity, negative = inhibition, hits mostly inhibitors; also: % of control where 0% means no effect
# Target sequence (Q01196 whole entry, looked up): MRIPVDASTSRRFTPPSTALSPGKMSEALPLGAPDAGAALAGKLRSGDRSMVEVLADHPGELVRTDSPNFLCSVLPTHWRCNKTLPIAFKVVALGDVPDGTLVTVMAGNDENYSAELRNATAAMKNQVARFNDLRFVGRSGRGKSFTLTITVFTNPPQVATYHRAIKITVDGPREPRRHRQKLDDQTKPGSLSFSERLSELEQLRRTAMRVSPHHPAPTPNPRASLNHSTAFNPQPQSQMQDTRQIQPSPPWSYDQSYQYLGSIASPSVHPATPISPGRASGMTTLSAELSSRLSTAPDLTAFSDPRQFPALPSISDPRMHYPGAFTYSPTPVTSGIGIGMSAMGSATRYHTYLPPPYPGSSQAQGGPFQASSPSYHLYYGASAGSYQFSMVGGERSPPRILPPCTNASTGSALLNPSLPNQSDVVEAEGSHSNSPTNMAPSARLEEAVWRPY
# Target sequence (Q13951 whole entry, looked up): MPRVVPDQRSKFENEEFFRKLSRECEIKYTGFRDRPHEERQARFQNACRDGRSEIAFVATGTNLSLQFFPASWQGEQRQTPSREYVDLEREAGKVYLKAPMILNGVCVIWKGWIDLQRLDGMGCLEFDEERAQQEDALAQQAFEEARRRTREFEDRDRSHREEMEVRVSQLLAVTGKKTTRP
#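 His-tagged CBF-beta and biotinylated RUNX1 (30 nM each) were premixed 20 min at room temperature, exposed to compound for 15 min, then given nickel-chelate and streptavidin AlphaScreen beads (50 ng each). After 90 min, AlphaScreen signal was read.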
# Epigenetic derep – epigenetic control regulation, reporter derepression. murine LDR cells, GFP reporter derepression, 30 h. AID 1865. Potency, µM (series often up to 53.9 µM), without a hit: top-dose GFP activation, actives largely listed as activators. 280,000 compounds, 0.2% hits; also: potency is read from the fitted curve at half-maximal effect; % of control where 0% means no effect; nearly all actives have a fitted effect of over 60% in size
#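 GFP-positive cell count by laser-scanning cytometry (objects 20–120 um) after 30 h, 37 C compound exposure of murine LDR cells; reporter is CMV-GFP integrated at a silenced locus, inducible by HDAC or DNMT inhibitors.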
# Luc counter – Kinase-Glo luciferase inhibition (counter-screen) | Kinase-Glo luciferase, ATP luminescence, 8 min | Potency, µM (titrated, usually from 38.3 µM), inactives show at the top dose activity change, negative = inhibition, usual class: inhibitors | 200,000 compounds, 0.28% hits; also: potency is read from the fitted curve at half-maximal effect; % is scaled to controls: 0 for no effect and ±100 for the full control effect; nearly all actives have a fitted effect of over 60% in size
#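 Kinase-Glo luciferase light output from ATP and luciferin was measured with 10 uM ATP, within the enzyme's linear range. Buffer: 50 mM imidazole pH 7.2, 50 mM KCl, 7 mM MgCl2, 0.01% Tween 20, 0.05% BSA; luminescence read after 8 min at ambient temperature.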
# IMPase Li inh – cell-permeable IMPase inhibitors with lithium potentiation; CHO-M1 cells, IP1 TR-FRET (IP-One), carbachol + lithium; 210,000 compounds, 0.35% hits; AID 1457; Potency, µM (top dose mostly 59.4 µM), for the others: at the highest dose activity, negative = IMPase inhibition, most hits filed as inhibitors;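 also: IP1 builds up when IMPase is blocked and the TR-FRET signal falls; potency is read from the fitted curve at half-maximal effect; plate controls were basal vehicle for no effect and high inhibitor control for full effect; nearly all actives have a fitted effect of over 50% in size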
#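 Steps: plate 2000 CHO-M1 cells per well and culture 16–30 h; add compound and lithium; incubate 30 min, 37C; add d2-IP1 tracer and Eu cryptate anti-IP1 antibody in lysis buffer; read after 10 min at room temperature.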
# LMNA splice mod – LMNA splicing modulation. Potency, µM (top dose mostly 46.1 µM), inactives show top-dose ratio change, negative = inhibition, most hits filed as inhibitors. HeLa LMNA splicing GFP/RFP minigene ratio, 48 h. 200,000 compounds, 0.01% hits; active = well fitted inhibition curve with a large enough effect in the signal ratio, with a control signal flat, not every such curve was filed as active; inconclusive = small, poorly fitted or top-dose-only effect, or effect the other way, or a change in a side signal; the % refers to the signal ratio; also: potency is read from the fitted curve at half-maximal effect; % is scaled to controls: 0 for no effect and ±100 for the full control effect
#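 Read-out is the ratio of GFP to DsRed2 object intensity, acquired by 488 nm laser-scanning cytometry on HeLa lamin A-EGFP minigene reporter cells. Compound incubation 48 hrs at 37 °C in Opti-MEM with 2% FBS; DMSO 0.5% final.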
# NPSR antag – blocks cAMP signaling of the human neuropeptide S receptor; AID 1461; 220,000 compounds, 1% hits; Potency, µM (top dose mostly 38.3 µM), for inactives: at the top dose activity change, negative = inhibition, usual class: inhibitors; CHO-NPSR cells, cAMP TR-FRET, antagonist mode; also: potency is read from the fitted curve at half-maximal effect; % is scaled to controls: 0 for no effect and ±100 for the full control effect; nearly all actives have a fitted effect of over 50% in size; many of its hits are not listed in these tables
# Target sequence (Q6W5P4 whole entry, looked up): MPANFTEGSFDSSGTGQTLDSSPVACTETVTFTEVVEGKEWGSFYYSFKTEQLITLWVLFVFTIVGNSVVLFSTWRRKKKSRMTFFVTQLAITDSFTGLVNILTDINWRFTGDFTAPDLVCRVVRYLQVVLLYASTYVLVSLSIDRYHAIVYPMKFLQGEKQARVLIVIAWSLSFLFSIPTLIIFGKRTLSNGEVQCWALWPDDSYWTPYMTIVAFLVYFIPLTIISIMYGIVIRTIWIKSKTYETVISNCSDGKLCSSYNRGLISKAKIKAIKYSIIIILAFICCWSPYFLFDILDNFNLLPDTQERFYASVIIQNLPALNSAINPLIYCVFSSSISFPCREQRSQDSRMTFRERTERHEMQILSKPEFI
# HTT aggregate – reduces HttQ103-GFP aggregates in PC12 cells; PC12 HttQ103-GFP aggregates, Acumen cytometry, 40 h; Potency, µM (top dose mostly 46.1 µM), inactives show at the top dose activity change, negative = inhibition, usual class: inhibitors; 220,000 compounds, 1.1% hits; AID 1688; also: potency is read from the fitted curve at half-maximal effect; % is scaled to controls: 0 for no effect and ±100 for the full control effect; nearly all actives have a fitted effect of over 60% in size
#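 PC12 cells stably carrying ecdysone-inducible HTT exon 1 Q103–GFP were induced with tebufenozide (100 nM final) and treated with library compounds in titration. GFP aggregates in lysates were counted by laser scanning cytometry.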
# * marks the source's active call; other numbers are inactive results; ? = inconclusive; nt = no result given; & = joins results of further samples; [ ] = another dose, or the depositor's remark. Unless noted, calls follow the shape of the dose curve; as a rule, active = well fitted curve in the direction sought with a large enough effect; inconclusive = small, poorly fitted or top-dose-only effect, or another doubt; inactive = no such curve, though single readings can be large; an effect the other way counts as inactive or inconclusive.
SMILES,CBFb-RUNX1 inh,Epigenetic derep,Luc counter,IMPase Li inh,LMNA splice mod,NPSR antag,HTT aggregate
O=C(CSc1nccn1-c1ccc(F)cc1)NCc1ccc2c(c1)OCO2,4%,-1.8%,12%,-15%[38.3 µM],10%,0%[46.1 µM],-14%
CC1CC(C)CN(C(=O)CSCC(=O)O)C1 (configuration not stated),3%,0.0%,nt,nt,nt,8%,2%[9.22 µM]
Cc1cc2oc(=O)cc(-c3ccccc3)c2c(C)c1-c1ccc(N(C)C)cc1,-10%[89.1 µM],-0.1%,-1%[39.9 µM],13%,nt,nt,nt
COc1ccccc1N1CCN(C(c2ccc(N(C)C)cc2)c2nnnn2CCc2ccccc2)CC1 (configuration not stated),4%,15%,-3%,8%,-2%,-30%[46.1 µM],?
Cn1ccnc1C(O)c1ccc(OCc2ccccc2)cc1 (configuration not stated),2%,-1.0%,1%,25%[38.3 µM],-2%,-9%[46.1 µM],-4%
CCCCNC(=O)C(c1ccc(OCC(=O)OC)c(C(=O)OC)c1)N(CCOC)C(=O)CCCCCN1C(=O)NC(c2ccc(-c3ccccc3)cc2)C(C(=O)OCc2ccccc2)=C1C (configuration not stated),-2%&16%,6.4%&-1.0%,-2%,1%,nt,-17%,-14%[9.22 µM]
Cc1cc[n+](CC2OCc3ccccc3CO2)cc1,1%,-4.3%,-2%,17%,-3%[46 µM],-9%,11%[9.22 µM]
N#CC(=C1CCCC1)c1nc(-c2cc3ccccc3oc2=O)cs1,4%,0.0%,-3%,-9%[38.3 µM],3%,4%[46.1 µM],-2%
C=CC(=O)NC(C)(C)CCN1CCOCC1,2%,-0.1%,1%,27%,?,25%,-18%[9.22 µM]
COc1ccc(NC(=O)Cn2cccc2)cc1Cl,-3%,0.0%,0%,-3%[38.3 µM],4%,11%[46.1 µM],8%
CC1CCCC(C)N1C(=O)Cn1cc(C#N)c2ccccc21 (configuration not stated),6%,3.9%,1%,9%,6%[46 µM],14%,6%[9.22 µM]
CCOC(=O)c1c(/N=C/c2ccc(OC)cc2O)sc2c1CCN(C)C2,-2%,-0.9%,nt,nt,nt,23%,9%[9.22 µM]
O=C(Nc1ccccc1)OCc1cc(-c2ccccc2Cl)on1,19%,-4.5%,4%,22%[38.3 µM],20%,-24%[46.1 µM],-7%
COC(=O)c1ccc([N+](=O)[O-])cc1N1C(=O)C2C3CCC(C3)C2C1=O (configuration not stated),?,-1.2%,2%,4%,12%[46 µM],8%,?
CCc1cc2ccccc2nc1SCC(=O)Nc1cc(OC)c(OC)cc1C(=O)O,?,-1.6%,2%,6%,?,9%,-5%
Cc1cc([N+](=O)[O-])ccc1NC(=O)CSc1nccc(=O)[nH]1,15%,1.1%,3%,-1%,nt,-13%,-13%
O=C(O)CNC(=S)N(Cc1cccs1)C1CCCCC1,8%,0.0%,0%,-3%,-1%,4%[46.1 µM],-3%
NCC1CCC(C(=O)O)CC1 (configuration not stated),-8%,0.8%,-7%,9%&-3%,?,nt,5%[20.6 µM]
CC(=O)Nc1ccc(S(=O)(=O)N2CCN(c3cc(C)nc4ccccc34)CC2)cc1,7%,0.8%,-2%,20%[38.3 µM],-2%,-15%[46.1 µM],-16%
Cc1ccc(C2CC(c3ccccc3)=NN2C(=S)Nc2ccccc2)o1 (configuration not stated),-3%,?,15%,-6%[38.3 µM],-20%,?,?
O=C(N=Nc1ccc(NOC(=O)c2ccccc2Br)cc1)c1ccccc1O,-17%,3.3%,-21%,8%,?,-13%,?
COc1c(-c2coc3cc4c(cc3c2=O)CC(O)C(C)(C)O4)ccc2c1C=CC(C)(C)O2 (configuration not stated),19%,-1.3%,-2%,17%,nt,nt,nt
CC1Nc2nc(NC(=O)C(C)(C)C)[nH]c(=O)c2N(C)C1C (configuration not stated),1%,-1.0%,-2%,-2%,-11%,15%,7%
O=C(CCCSc1nnc(-c2cccs2)n1CC1CCCO1)c1ccccc1 (configuration not stated),2%,0.0%,19%,31%[38.3 µM],-21%,?,1%
CC1(C)OC(=O)C(=CNc2cccc(C(=O)O)c2)C(=O)O1,6%,-1.1%,1%,2%[38.3 µM],3%,-6%[46.1 µM],-2%
# The list continues:
SMILES,CBFb-RUNX1 inh,Epigenetic derep,Luc counter,IMPase Li inh,LMNA splice mod,NPSR antag,HTT aggregate
CCOCCCNC(=O)c1ccc(N2CCCC2)c(NS(=O)(=O)c2ccc(C)cc2)c1,4%,1.2%,3%,30%,nt,-29%,-4%
Cc1ccc(CN(CC2CCCO2)C(=O)CN2C(=O)C(C(C)C)Oc3ccccc32)o1 (configuration not stated),-2%,2.1%,-3%,-9%[38.3 µM],?,10%[7.67 µM],0%
CCCCNC(=O)Nc1ccon1,4%,0.0%,1%,0%[38.3 µM],8%,-3%[46.1 µM],-4%
Cc1onc(-c2ccccc2Cl)c1C(=O)Nc1ccc(S(=O)(=O)N2CCCC2)cc1,-2%,0.2%,0%,5%[38.3 µM],0%,-23%[46.1 µM],-16%
CN1CCN(c2ccc([N+](=O)[O-])cc2C(=O)Nc2ccccc2)CC1,5%,0.0%,-1%,18%,nt,-27%,20%
CC(C)c1ccc(NC(=O)CSc2nnc(-c3ccccn3)n2C)cc1,0%,-2.2%,-1%,-7%[38.3 µM],?,-16%[46.1 µM],3%
COC(=O)c1cc(=O)n(Cc2ccccc2)c(=NCc2ccccc2)s1,6%,-0.8%,-1%,6%,-3%[9.22 µM],-11%,-10%
CC(=O)C1=C(O)CCCC1=NCc1nc2ccccc2[nH]1,-9%,-1.4%,-2%,-8%,nt,5%,-5%
CCOC(=O)C1=C(Cc2ccc(Cl)cc2)C(=O)c2ccccc2C1=O,-9%,8.3%,-9%,28%[38.3 µM],?,?,19%
COc1cc(CNCCN2CCOCC2)ccc1OCc1c(Cl)cccc1Cl,-6%,0.0%,1%,-2%,?,21%,-28%
CN(Cc1ncc[nH]1)C(=O)c1cc(COc2c(F)cccc2F)on1,12%,-5.9%,2%,-4%,nt,-24%,-3%
CNC(=O)NC(=S)NC(=O)c1ccccc1Cl,-1%,1.1%,-1%,6%,0%[46 µM],-2%,-2%
CC(=O)NCCC(=O)N1CCc2c([nH]c3ccccc23)C1c1cccc(Cl)c1 (configuration not stated),-13%,2.1%,0%,9%,3%[46 µM],13%,-13%[9.22 µM]
N#CC(C(=O)NC1CCCCC1)=C1CCCCC1,-7%,-1.0%,10%,6%,1%,1%,-7%
CCOC(=O)c1cc2cc3ccccc3cc2[nH]1,?,-2.6%,1%,9%,?,6%[46.1 µM],-13%
COc1ccc(/C=N/n2cnnc2)cc1COc1ccccn1,7%,6.5%,3%,27%[38.3 µM],-3%,-5%[46.1 µM],22%
O=C(c1cccc(-c2nnc(-c3ccccc3)o2)c1)N1CCCCCC1,-3%,-1.0%,-3%,22%[38.3 µM],-15%,-30%[46.1 µM],3%
CCC(=O)N1c2ccc(S(=O)(=O)CCC(=O)NCc3cccs3)cc2CC1C (configuration not stated),1%,2.1%,-2%,48%[activator][38.3 µM],?,-4%[46.1 µM],18%
COc1cc2[nH]c(=S)nc(NCCC(C)C)c2cc1OC,22%,-0.5%,2%,-3%,?,-21%,-16%
COc1ccc(CNC[C@@H](CCCCN(C)Cc2ccc(OC)cc2)N2C[C@H](c3ccccc3)N(CCc3ccc(Cl)c(Cl)c3)C(=O)C2=O)cc1,3%,-1.5%,nt,18%,nt,?,3%[9.22 µM]
CCOC(=O)C1=C(C)NC(SCC(N)=O)=C(C#N)C1c1ccncc1 (configuration not stated),6%,-2.4%,-1%,-1%[38.3 µM],4%,-9%[46.1 µM],-4%
Cc1ccc(C)n1-c1ccc2c(c1)COC2=O,-3%,-0.9%,-2%,-12%[38.3 µM],?,-4%[46.1 µM],22%
CCc1nnc(NS(=O)(=O)c2ccc(NC(=O)OC)cc2)s1,3%,6.0%,3%,-3%[38.3 µM],2%,-22%[7.67 µM],-18%
CN(C)C(CNC(=O)c1ccc2ccccc2c1)c1ccco1 (configuration not stated),2%,3.4%,0%,7%,-9%[46 µM],-3%,0%
O=C(N=Nc1c(O)[nH]c2ccc(F)cc12)C1COc2ccccc2O1 (configuration not stated),-3%,-2.2%,nt,nt,nt,-22%,-5%[9.22 µM]

# 3 entries out of the list, arranged by count of non-hydrogen atoms, ascending:
SMILES,CBFb-RUNX1 inh,Epigenetic derep,Luc counter,IMPase Li inh,LMNA splice mod,NPSR antag,HTT aggregate
COc1cc2[nH]c(=S)nc(NCCC(C)C)c2cc1OC,22%,-0.5%,2%,-3%,?,-21%,-16%
O=C(N=Nc1c(O)[nH]c2ccc(F)cc12)C1COc2ccccc2O1 (configuration not stated),-3%,-2.2%,nt,nt,nt,-22%,-5%[9.22 µM]
CC(C)c1ccc(NC(=O)CSc2nnc(-c3ccccn3)n2C)cc1,0%,-2.2%,-1%,-7%[38.3 µM],?,-16%[46.1 µM],3%

# Going on with the list:
SMILES,CBFb-RUNX1 inh,Epigenetic derep,Luc counter,IMPase Li inh,LMNA splice mod,NPSR antag,HTT aggregate
CCCC(=O)Nc1nnc(SCC(=O)Nc2ccc3c(c2)OCCO3)s1,10%,0.6%,-3%,-4%,-2%[46 µM],-2%,-1%
COc1ccc(-n2c(O)cnc2Nc2nc(C)cc(C)n2)cc1OC,2%,-2.2%,2%,22%[38.3 µM],-6%,-3%[46.1 µM],-2%
CSc1ccccc1-c1n[nH]c(=S)o1,-7%,-0.4%,-2%,10µM*,10%[46 µM],4µM*,-5%
CCN(CC)CCNC(=O)c1c(O)c2c([nH]c1=O)CCCC2,9%,-0.1%,11%,9%[38.3 µM],6%,-15%[46.1 µM],2%
O=C(c1cccs1)N(Cc1ccccn1)Cc1ccco1,0%,0.9%,0%,3%[38.3 µM],3%,-6%[46.1 µM],-23%
COc1cccc(C(=O)N2CCN(Cc3cc(Br)ccc3OC)CC2)c1,-4%,-1.0%,1%,4%,?,2%[46.1 µM],-32%
Cc1cc(S(=O)(=O)Nc2ccc(N(C)C)cc2)c(C)s1,-11%,7.1%,-2%,59%[activator][38.3 µM],-5%,-16%[46.1 µM],8%
COc1cc(-c2nc3n(n2)C(c2ccc(F)cc2)C2=C(CCCC2=O)N3)cc(OC)c1OC (configuration not stated),-6%,-1.0%,-1%,-1%[38.3 µM],-7%,-18%[46.1 µM],?
CCOC(=O)C(C)Oc1cccc2c(=O)n(CC(=O)Nc3cccc(OC)c3)ccc12 (configuration not stated),-7%,-0.8%,4%,0%[38.3 µM],-7%,-5%[46.1 µM],1%

# An excerpt; count on the stated rates, not on these rows.
